Source: PubChem (several laboratories)
Mtb BioA inh – blocks M. tuberculosis BioA enzyme activity. purified M. tuberculosis BioA enzyme, plate reader. inhibition, % at 9.99 µM. 360,000 tested, 0.096% active. AID 602481; in the data active = inhibition above about 40%; inconclusive = no clear call, values can overlap the other calls
BoNT-F LC inh – BoNT F light chain protease inhibition | AID 588497 | 360,000 tested, 0.22% active | inhibition, % at 10 µM | Multiplex microsphere protease cleavage assay, flow cytometry; in the data active = inhibition above about 35%, passing the limit was not always enough; inconclusive = no clear call, values can overlap the other calls; also: plate controls were buffer without enzyme for full effect and enzyme alone for no effect
FadD28 binding – blocks FadD28 binding to the bisubstrate probe; fluorescence polarization; inhibition, % at 12.5 µM; 360,000 tested, 0.22% active; AID 588549; in the data active = inhibition above about 8.5%, passing the limit was not always enough; inconclusive = no clear call, values can overlap the other calls
BoNT A protease – inhibitors of Botulinum neurotoxin A light chain protease. multiplex microsphere protease substrate cleavage, flow cytometry. inhibition, % at 10 µM. 360,000 tested, 0.17% active. AID 588499; also: plate controls were buffer without enzyme for full effect and enzyme alone for no effect
Mtb UGM inh – blocks M. tuberculosis UGM enzyme | purified UGM, fluorescence polarization probe displacement | inhibition, % at 10 µM | 320,000 tested, 0.06% active; in the data active = inhibition above about 10%, passing the limit was not always enough; inconclusive = no clear call, values can overlap the other calls
Mtb FBA inh – Mtb fructose-bisphosphate aldolase inhibition; P9WQA3; purified M. tuberculosis FBA, fluorescence read-out; inhibition, % at 1 µM; 360,000 tested, 2.3% active; AID 588726; in the data active = inhibition above about 27%;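 also: 0% = vehicle and 100% = reference inhibitor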
PfHsp40 yeast – restores yeast growth despite PfHsp40 toxicity | 340,000 tested, 0.68% active | S. cerevisiae expressing PfHsp40, growth rescue, ATP luminescence | growth rescue, % at 12.5 µM; in the data active = growth rescue above about 28%, passing the limit was not always enough; inconclusive = no clear call, values can overlap the other calls;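 also: yeast W303a lacking pdr1 and pdr3 grown in galactose medium; growth measured after three days at 30 °C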
Anthrax LF inh2 – blocks Bacillus anthracis lethal factor protease. P15917. multiplex microsphere protease cleavage assay, LF. inhibition, % at 10 µM. 360,000 tested, 0.12% active. AID 588501; also: plate controls were buffer without enzyme for full effect and enzyme alone for no effect
Target sequence (P15917 whole entry, looked up): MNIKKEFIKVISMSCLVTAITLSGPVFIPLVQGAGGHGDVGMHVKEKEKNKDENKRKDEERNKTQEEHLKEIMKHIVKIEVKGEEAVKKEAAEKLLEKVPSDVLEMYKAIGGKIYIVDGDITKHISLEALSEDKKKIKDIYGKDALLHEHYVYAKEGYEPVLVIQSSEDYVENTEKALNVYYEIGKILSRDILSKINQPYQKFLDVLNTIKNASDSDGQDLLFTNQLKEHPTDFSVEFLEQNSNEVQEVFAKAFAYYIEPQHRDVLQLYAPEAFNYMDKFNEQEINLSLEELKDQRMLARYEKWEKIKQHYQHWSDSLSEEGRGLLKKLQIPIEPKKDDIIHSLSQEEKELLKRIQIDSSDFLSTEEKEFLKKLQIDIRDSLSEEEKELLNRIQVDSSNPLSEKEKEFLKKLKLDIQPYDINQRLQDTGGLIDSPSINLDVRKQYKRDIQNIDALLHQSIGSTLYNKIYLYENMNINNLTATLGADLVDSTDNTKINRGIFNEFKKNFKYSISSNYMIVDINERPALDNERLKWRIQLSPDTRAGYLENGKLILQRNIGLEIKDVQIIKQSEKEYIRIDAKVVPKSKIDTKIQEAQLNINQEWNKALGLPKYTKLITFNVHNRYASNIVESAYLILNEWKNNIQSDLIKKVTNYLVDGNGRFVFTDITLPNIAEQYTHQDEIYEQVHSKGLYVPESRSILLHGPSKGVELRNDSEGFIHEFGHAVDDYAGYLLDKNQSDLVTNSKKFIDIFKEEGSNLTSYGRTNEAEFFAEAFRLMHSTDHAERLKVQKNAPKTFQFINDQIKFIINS
GDH-TPI counter – GDH-TPI coupled enzyme inhibition counter-screen. inhibition, % at 4.8 µM. GDH-TPI coupled enzyme counterscreen, NADH absorbance. 360,000 tested, 1.2% active; in the data active = inhibition above about 30%;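 also: 0% = DMSO wells and 100% = wells lacking the enzyme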
The depositor's hits bear a star; ? = inconclusive; . = not tested or not shown. Rule as the data show it, unless noted: active = inhibition above about 30%; inconclusive = no clear call, values can overlap the other calls; inactive = below that. The order is random, and some 4.7% of all compounds hit somewhere here.

entry | SMILES | Mtb BioA inh | BoNT-F LC inh | FadD28 binding | BoNT A protease | Mtb UGM inh | Mtb FBA inh | PfHsp40 yeast | Anthrax LF inh2 | GDH-TPI counter
1 | CCC(C)Nc1nc(-c2ccccn2)nc2ccccc12 (configuration not stated) | 1.5 | -15.2 | -1.2 | -3.8 | -1.1 | 2.2 | -0.2 | 6.7 | 11.6
2 | CN1C(=O)/C(=C/c2ccccc2OCc2ccccc2F)NC1=S | -1.2 | 12.4 | 0.3 | 4.1 | 1.9 | -1.7 | -0.2 | 7.0 | 6.8
3 | COc1ccc(CN(C)C(=O)Cn2cnc3c(NCc4ccccc4)ncnc32)cc1OC | -0.5 | -0.7 | -1.2 | 0.4 | . | 5.8 | 1.4 | 2.7 | 2.1
4 | C/C(=N\NC(=O)Cc1c(F)cccc1Cl)c1cccnc1 | -1.1 | 4.7 | -0.5 | 0.5 | 1.8 | 0.9 | 0.7 | -1.0 | -1.4
5 | CCCOc1ccc(CCCN=C(N)N)cc1Cl | 0.4 | -8.3 | -5.7 | -0.1 | 1.5 | 0.9 | . | 0.5 | 0.7
6 | Cc1cc(NC(=O)CSc2nnc(-c3ccncc3)n2Cc2ccccc2)n(-c2ccccc2)n1 | . | ? | -2.9 | ? | -0.1 | -1.5 | 0.9 | -4.9 | 1.5
7 | CCOC(=O)C1(Cc2ccccc2C(F)(F)F)CCN(C2CCN(C(C)=O)CC2)CC1 | -0.6 | 4.9 | -0.2 | -0.2 | -3.6 | -2.5 | 0.5 | 0.6 | -1.9
8 | NC(=O)C1(N2CCCCC2)CCN(C(=S)NCCc2ccccc2)CC1 | . | -5.6 | -3.9 | 0.4 | -0.4 | 0.5 | 0.0 | 2.9 | 0.0
9 | O=C(CN1CCCCCC1)Nc1cc(C(F)(F)F)ccc1Cl | 0.3 | -1.7 | 2.5 | -0.3 | 2.3 | -2.8 | 0.3 | -8.7 | 12.2
10 | Cc1ccc(C2=NN(C(=O)C3CCCO3)C(c3ccco3)C2)cc1 (configuration not stated) | 3.0 | 1.7 | -3.1 | -0.5 | 0.3 | 3.1 | 0.5 | -0.8 | -2.5
11 | Brc1ccc(C2=CC(c3ccco3)n3ncnc3N2)cc1 (configuration not stated) | . | -2.2 | -1.4 | 0.3 | 0.4 | 31.5* | 1.9 | -7.5 | 15.2
12 | CCOC(=O)N1CCN(C(=O)C2CCCCC2)CC1 | -0.3 | -28.6 | -3.0 | -1.1 | -0.1 | 4.2 | -1.1 | 3.3 | 1.2
13 | CCS(=O)(=O)c1ccc2oc(Nc3cccc(OC)c3)nc2c1 | 1.1 | -9.1 | -3.0 | 1.2 | 6.6 | -0.3 | -0.5 | 2.0 | -2.6
14 | CC(=O)c1cccc(CN2CCCC(C(=O)c3ccc4c(c3)OCO4)C2)c1 (configuration not stated) | . | -16.2 | -1.1 | -3.1 | -2.4 | -0.8 | 0.5 | -1.0 | -2.8
15 | CCCCNC(=O)O[C@@H]1C[C@H]2CCCC(=O)N3CC[C@@H](C1)[C@@H]23 | -0.7 | -5.3 | -3.8 | 0.3 | 0.4 | -1.7 | -0.8 | 1.4 | 6.7
16 | Fc1ccc(Nc2c3c(nc4ccccc24)CCC3)cc1 | . | -1.4 | -2.8 | -0.3 | 0.2 | 3.7 | -0.1 | -0.1 | 5.7
17 | CC(=O)NCCNc1nc2c(-c3cccc(C(F)(F)F)c3)nnn2c2ccccc12 | -1.1 | 14.4 | -1.8 | -1.6 | 2.0 | 6.1 | 0.9 | 1.7 | -1.0
18 | CC[C@@]1(C(=O)OC)N[C@H](CN(C)C(=O)c2ccc(C)cc2)[C@@H]2C(=O)N(Cc3ccccc3)C(=O)[C@@H]21 | -0.8 | -6.0 | -0.6 | -0.7 | . | 0.6 | -0.9 | -3.4 | 1.8
19 | C=CCC1[C@H](C)[C@H]2[C@@H]3CC[C@@H](C3)[C@H]2CN1S(=O)(=O)c1ccc(C)cc1 (some centres not stated) | -1.3 | -0.5 | 0.1 | -0.3 | . | 1.5 | 1.3 | 1.9 | -4.5
20 | COc1ccccc1CNC(=O)c1ccc(NS(=O)(=O)c2cccs2)cc1 | 1.6 | 3.1 | -3.2 | 1.5 | 5.3 | -3.0 | -2.0 | -0.9 | -12.3
21 | Cc1ccc(NC(=O)C(c2ccccc2)c2ccccc2)c(O)c1 | -4.9 | -1.5 | -0.5 | -1.5 | -2.7 | 0.8 | -0.8 | 0.8 | -4.5
22 | COc1cccc(NC(=O)CSc2c3c(nc4ccccc24)CCCC3)c1 | . | -1.7 | -5.6 | 5.5 | 1.1 | 0.5 | 1.5 | 0.8 | -0.4
23 | CC(=O)Nc1ccc(-c2nc3ccccc3o2)cc1 | 0.0 | 11.4 | -3.1 | -2.5 | 5.1 | 60.6* | 1.7 | -3.3 | 12.4
24 | Cn1cnnc1SCC(=O)Nc1ccccc1C(=O)NC1CCCC1 | 0.0 | -0.4 | -0.1 | -1.1 | 1.1 | -2.7 | 0.2 | 11.5 | 9.4
25 | CCCN(CCC)C(=O)Cc1c(-c2ccc(Cl)cc2)nc2c(Cl)cc(Cl)cn12 | 0.6 | -11.6 | -2.2 | -0.9 | -2.5 | -3.1 | 0.4 | -0.6 | -0.5
26 | Cc1oc(C(C)(C)C)cc1C(=O)NCc1ccc2c(c1)OCO2 | -0.2 | ? | -0.8 | -4.2 | -3.5 | 0.1 | 2.8 | -23.4 | 4.4
27 | CN1C[C@@H]2[C@@H]3C(=O)N(Cc4ccccc4)C(=O)[C@@H]3[C@](C)(C1=O)N2C(=O)c1ccc(Cl)cc1 | 1.0 | -3.6 | -2.4 | -0.4 | -1.8 | -0.6 | 0.3 | -1.9 | 3.4
28 | COc1ccc(NC(=O)NC2(C)CCS(=O)(=O)C2)cc1 (configuration not stated) | -1.6 | 9.4 | -0.3 | -1.6 | . | -1.2 | -2.0 | 1.7 | 2.7
29 | Cc1ccc(S(=O)(=O)NNC(=O)/C=C/c2cccc(F)c2)cc1 | -0.6 | 20.0 | -2.2 | -3.4 | 0.0 | 0.3 | -0.6 | 3.7 | 0.7
30 | O=C(CSc1nnc(CNC(=O)c2cccs2)o1)NCC1CCCO1 (configuration not stated) | . | -0.1 | -4.0 | 0.6 | -0.1 | -4.7 | -1.0 | -1.7 | -6.2

3 entries out of the list, arranged by molar mass, smallest number first.
entry | SMILES | Mtb BioA inh | BoNT-F LC inh | FadD28 binding | BoNT A protease | Mtb UGM inh | Mtb FBA inh | PfHsp40 yeast | Anthrax LF inh2 | GDH-TPI counter
23 | CC(=O)Nc1ccc(-c2nc3ccccc3o2)cc1 | 0.0 | 11.4 | -3.1 | -2.5 | 5.1 | 60.6* | 1.7 | -3.3 | 12.4
24 | Cn1cnnc1SCC(=O)Nc1ccccc1C(=O)NC1CCCC1 | 0.0 | -0.4 | -0.1 | -1.1 | 1.1 | -2.7 | 0.2 | 11.5 | 9.4
27 | CN1C[C@@H]2[C@@H]3C(=O)N(Cc4ccccc4)C(=O)[C@@H]3[C@](C)(C1=O)N2C(=O)c1ccc(Cl)cc1 | 1.0 | -3.6 | -2.4 | -0.4 | -1.8 | -0.6 | 0.3 | -1.9 | 3.4

Continuation.
entry | SMILES | Mtb BioA inh | BoNT-F LC inh | FadD28 binding | BoNT A protease | Mtb UGM inh | Mtb FBA inh | PfHsp40 yeast | Anthrax LF inh2 | GDH-TPI counter
31 | CC1=C(C(=O)N(C)C)CC(CC(=O)NCCN2CCOCC2)C(=O)N1CCCN1CCCC1=O (configuration not stated) | 7.6 | 6.5 | -0.4 | -0.3 | . | -0.2 | . | -2.9 | .
32 | COc1ccc(-c2noc(N3CCC(C(=O)Nc4ccc(F)cc4)CC3)n2)cc1 | -2.5 | -6.4 | -3.6 | -0.1 | 1.2 | -1.0 | -0.1 | -0.5 | 13.3
33 | CCn1c(SCC(=O)NC2CC2)nnc1-c1ccccn1 | -0.7 | -10.0 | -3.2 | -1.8 | -0.7 | 0.6 | -1.7 | -1.2 | -9.5
34 | O=[N+]([O-])CCO | 0.0 | 1.5 | -3.7 | -0.3 | -0.5 | 0.2 | -1.7 | -8.1 | -2.8
35 | O=[N+]([O-])c1ccccc1/C=C/C=N/Nc1ccc(S(=O)(=O)Nc2ccc(Cl)cc2)cc1[N+](=O)[O-] | 0.3 | -2.1 | -0.1 | -0.2 | -1.9 | -3.9 | 0.4 | -8.7 | 13.9
36 | COc1ccc2nc(NC(=O)c3cccs3)sc2c1 | 0.1 | ? | -2.3 | 0.5 | -0.8 | 1.1 | . | 25.5 | 15.9
37 | Cc1ccc(Cn2c(Sc3nnc(C)s3)nc3c2c(=O)[nH]c(=O)n3C)cc1 | -0.5 | 5.0 | 2.3 | 1.6 | -1.7 | 6.3 | 0.2 | -7.1 | 4.3
38 | COCC(=O)Nc1cc(Cl)c(OC)cc1OC | . | 0.9 | -4.2 | 0.4 | -0.1 | 2.1 | 0.2 | 0.8 | -11.4
39 | Cc1c(C(=S)Nc2ccccc2)cnn1-c1ccc([N+](=O)[O-])cc1 | 24.0 | -2.2 | -2.3 | -0.1 | 2.5 | -1.7 | 9.7 | -1.7 | 11.0
40 | CCOC(=O)Nc1ccc2c(c1)N(C(=O)N(C)C)c1ccccc1CC2 | 3.6 | 0.8 | -1.1 | -0.1 | 1.5 | 3.8 | 0.1 | 0.9 | -5.9
41 | CC(OC1=CC(=O)CCC1)C(=O)c1ccccc1 (configuration not stated) | -1.7 | 2.7 | 0.2 | 2.4 | 0.0 | 2.6 | -0.2 | -0.5 | 2.4
42 | O=C(C1=C[C@H](c2ccccc2)C[C@H](OCCCCO)O1)N1CCN(Cc2ccc3c(c2)OCO3)CC1 | 0.5 | -0.5 | -1.5 | 0.3 | 3.5 | 4.5 | -0.1 | -0.2 | 9.2
43 | Cn1ccc(NS(=O)(=O)c2cc(Br)ccc2Br)n1 | -0.6 | -1.0 | -3.2 | 0.2 | 1.2 | -0.4 | -1.4 | -1.5 | 9.1
44 | CSc1nc2ccc(C)cc2c(=O)n1-c1cccnc1 | . | -8.3 | -3.3 | -1.3 | 1.4 | 4.4 | 0.0 | -6.7 | 13.2
45 | O=C(Cc1ccccc1)NCC(=O)Nc1ccc(OC(F)(F)F)cc1 | -3.2 | -4.4 | 0.4 | -1.6 | 1.0 | 1.1 | -0.4 | -11.5 | 6.9

Some entries already given with just BoNT A protease and BoNT-F LC inh.
| no. | SMILES | BoNT A protease | BoNT-F LC inh |
| --- | --- | --- | --- |
| 42 | O=C(C1=C[C@H](c2ccccc2)C[C@H](OCCCCO)O1)N1CCN(Cc2ccc3c(c2)OCO3)CC1 | 0.3 | -0.5 |
| 40 | CCOC(=O)Nc1ccc2c(c1)N(C(=O)N(C)C)c1ccccc1CC2 | -0.1 | 0.8 |
| 45 | O=C(Cc1ccccc1)NCC(=O)Nc1ccc(OC(F)(F)F)cc1 | -1.6 | -4.4 |
| 41 | CC(OC1=CC(=O)CCC1)C(=O)c1ccccc1 (configuration not stated) | 2.4 | 2.7 |
| 44 | CSc1nc2ccc(C)cc2c(=O)n1-c1cccnc1 | -1.3 | -8.3 |
| 37 | Cc1ccc(Cn2c(Sc3nnc(C)s3)nc3c2c(=O)[nH]c(=O)n3C)cc1 | 1.6 | 5.0 |
| 43 | Cn1ccc(NS(=O)(=O)c2cc(Br)ccc2Br)n1 | 0.2 | -1.0 |

(further entries)
entry | SMILES | Mtb BioA inh | BoNT-F LC inh | FadD28 binding | BoNT A protease | Mtb UGM inh | Mtb FBA inh | PfHsp40 yeast | Anthrax LF inh2 | GDH-TPI counter
46 | C[C@@H](NC(=O)[C@@H]1Cc2ccccc2CN1)C(=O)NCc1ccco1 | . | -1.0 | -3.6 | 0.8 | 0.3 | 0.5 | 1.7 | -2.7 | -4.3
47 | O=S(=O)(c1ccccc1)c1cnc(-c2cccnc2)nc1-c1ccc(Cl)c(Cl)c1 | -0.7 | 10.8 | -1.6 | 9.2 | 1.0 | 1.4 | 0.7 | -20.9 | -9.7
48 | Nc1ccn([C@@H]2O[C@H](CO)[C@@H](O)[C@@H]2O)c(=O)n1 | -0.6 | -10.1 | 0.2 | -1.4 | -0.4 | -2.3 | 0.7 | -1.8 | -6.7
49 | COc1ccc(-n2c(=O)[nH]c3ccccc3c2=O)c(OC)c1 | -1.4 | -0.3 | -0.1 | -0.7 | 0.0 | 1.2 | 2.3 | 2.8 | 5.5
